mlh1 rad18 – NCI yeast anticancer drug screen, S. cerevisiae mlh1 rad18 strain; 11% of 79,000 active; AID 175; % growth inhibition at 50 µM;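 further: 0% = growth of vehicle-only cultures of the same strain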
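Compound-treated yeast growth, normalised to vehicle controls. Strain bears defined DNA repair mutations.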
rad50 – NCI yeast anticancer drug screen, S. cerevisiae rad50 strain; % growth inhibition at 50 µM; 10% of 79,000 active; AID 155;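 further: 0% = growth of vehicle-only cultures of the same strain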
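Cells are treated with compound, grown, and their growth is then scored against vehicle-only cultures of the same repair-deficient yeast strain.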
yeast sgs1 mgt1 – NCI yeast anticancer drug screen, S. cerevisiae sgs1 mgt1 strain. % growth inhibition at 50 µM. 10% of 78,000 active. AID 161;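 further: 0% = growth of vehicle-only cultures of the same strain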
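Growth of a repair-deficient yeast mutant was monitored after compound treatment and expressed as inhibition relative to vehicle-treated cultures.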
yeast mec2-1 – NCI yeast anticancer drug screen, S. cerevisiae mec2-1 strain. growth inhibition, % at 50 µM. 9% of 79,000 active;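 further: 0% = growth of vehicle-only cultures of the same strain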
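Yeast mec2-1 mutant treated with compound. Readout: growth inhibition vs vehicle controls.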
bub3 – NCI yeast anticancer drug screen, S. cerevisiae bub3 mutant strain. growth inhibition, % at 50 µM. 9.9% of 78,000 active. AID 167;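 further: 0% = growth of vehicle-only cultures of the same strain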
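Readout: yeast growth inhibition, expressed relative to vehicle-only wells. The test organism is a mutant strain from a panel with lesions in DNA repair or checkpoint genes.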
cln2 rad14 – NCI yeast anticancer drug screen, S. cerevisiae cln2 rad14 strain | growth inhibition, % at 50 µM | 8.3% of 78,000 active;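 further: 0% = growth of vehicle-only cultures of the same strain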
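Compounds are applied to the cln2 rad14 yeast strain, and growth is then compared with that of vehicle-treated cultures to give inhibition.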
Starred values were filed as active, the others as inactive; / = not tested or not shown. No stated cut-off is given here; in the data, active means growth inhibition above about 70%; inactive means the rest.

no.	structure	mlh1 rad18	yeast mec2-1	cln2 rad14	rad50	bub3	yeast sgs1 mgt1
1	CN1C(=O)/C(=C2\SC(=O)N(CN3CCCCC3)C2=O)c2cc(Br)ccc21	18	-1	10	-11	-2	-11
2	O=C(O)C1C(C2c3ccc(O)cc3Oc3cc(O)ccc32)C2(Cl)C(Cl)=C(Cl)C1(Cl)C2(Cl)Cl (stereo not drawn)	95*	94*	69	95*	82*	97*
3	OC1(c2ccccc2)CCCc2ccc(Cl)cc21 (stereo not drawn)	54	50	11	57	-16	56
4	COc1ccc(C)cc1CCCCO	-3	2	-24	-1	-16	1
5	O=C(CSc1nnc(Cc2ccccc2)o1)Nc1ccc(Cl)cc1	29	15	35	16	26	49
6	O=C1c2cccc3cccc(c23)C(=O)N1CCNCCN1C(=O)c2cccc3cccc(c23)C1=O	8	26	16	86*	1	16
7	CCCCS/C=C1\CC2OC(=O)C3(C)CCCC(C)(C1=O)C23 (stereo not drawn)	27	15	-3	-2	12	8
8	OC(c1ccoc1)c1cc2ccccc2s1 (stereo not drawn)	37	23	22	65	22	53
9	O=C1Nc2ccccc2C1NC(=S)Nc1ccc(Br)cc1 (stereo not drawn)	14	-17	16	3	13	17
10	O=C(Nc1ccccc1)OCCN=C1c2ccccc2C(Br)C(Br)c2ccccc21 (stereo not drawn)	-6	-3	-15	4	14	14
11	Fc1ccc(F)c(C(Nc2nncs2)Nc2nncs2)c1	8	-9	2	7	8	8
12	COC(=O)CCC(NC(=S)N/N=C(\C)c1ccco1)C(=O)OC (stereo not drawn)	-16	-21	27	-18	-5	0
13	CN(C)/C=C/C#N	26	-1	23	23	6	14
14	O=[N+]([O-])/C(N=Nc1ccc(Cl)cc1)=N/Nc1ccc(Cl)cc1	20	-5	-21	25	10	6
15	COc1ccc(C#CC(=O)O)c(OC)c1	-9	-2	-31	-3	-5	23
16	CCCCCCCCC(=O)C(=O)O	24	8	11	41	18	45
17	CC1C(c2ccc(Cl)cc2)c2cc3c(cc2OC1N1CCOCC1)OCO3 (stereo not drawn)	59	58	90*	48	91*	82*
18	[N-]=[N+]=Nc1c(Cl)c(=O)n(-c2ccccc2)c2ccccc12	-23	-44	-28	0	-1	-4
19	NC(=O)c1c(/N=C/c2cc(Cl)cc(Cl)c2O)sc2c1CCCC2	34	28	22	32	25	56
20	CCCCCCCCC(Nc1ccccc1)C(O)CCCCCCCC(=O)O (stereo not drawn) (tested in a mixture with another compound)	16	2	-6	0	-7	8
21	CCOC(=O)N1CCN(c2c(C)nc(C)[nH]c2=O)CC1	-61	-41	-8	-39	1	-26
22	CN1C(=O)C(N)C(N)N(C)C1=O (stereo not drawn)	-2	-5	-17	-13	-13	5
23	Cc1cccc2[nH]cc(CC(N)C(=O)O)c12 (stereo not drawn)	-6	13	-21	-18	10	-16
24	Cc1ccc(C(C)C)c(O)c1NC(=S)N/N=C\c1cc(Cl)ccc1O	17	23	8	-5	-14	-14
25	O=C(NC(=O)c1c(F)cccc1F)Nc1ccc(C(O)(C(F)(F)F)C(F)(F)F)cc1	4	14	24	-33	6	10
26	CCCCCCCCCOCC(=O)OC	-1	-16	-25	1	12	-5
27	[O-]c1nn(-c2ccccc2)n[n+]1-c1ccccc1	-10	-12	-25	-2	-11	-1
28	Cc1cc(=S)c2ccccc2o1	1	-17	-6	0	-16	-16
29	O=C1CC(=O)N(C=C2C(=O)NC(=O)NC2=O)C(=S)N1	0	-2	11	-12	5	-19
30	O=C(/C(=C\I)c1ccccc1)c1ccccc1	87*	92*	90*	89*	90*	86*
31	NNC(=S)Nc1ccccc1	8	80*	-29	-7	2	-15
32	CCOC(=O)C1S(=O)(=O)OCCOS1(=O)=O	-28	-27	1	-19	-15	-7
33	Nc1c(Br)cc(Br)c(C(=O)O)c1Br	-2	-16	3	6	-15	11
34	O=C1C=CC(=Nc2cccc3c2-c2ccccc2C3=O)O1	85*	100*	99*	100*	100*	100*
35	c1ccc(-c2oc3ccccc3c2-c2ccc(OCCN3CCCC3)cc2)cc1	99*	100*	99*	100*	99*	100*
36	CCOC(=O)C(NC(C)=O)(Nc1ccc(F)cc1)C(F)(F)F (stereo not drawn)	-22	-4	21	11	19	4
37	CN(C)CCNC(=O)c1cccc2ccc(-c3ccncc3)nc12	-28	11	-3	6	-20	-21
38	CCCCCOc1ccc2ccccc2c1	7	-28	-21	-24	10	-19
39	C#CC(C)(O)CCCCCC (stereo not drawn)	-7	16	-4	4	35	12
40	O=C(O)COc1cc(-c2ccccc2)nc2ccc(F)cc12	10	17	7	-3	3	32
41	COc1ccc2nc3c([N+](=O)[O-])ccc(NCCCN(C)C)c3c(N)c2c1	89*	86*	34	90*	44	93*
42	Cc1cc(NC(=O)COCC(=O)O)no1	-9	-25	9	-7	1	6
43	CCOC(=O)c1cc(Cl)nc(Cl)c1	-10	-17	-3	7	4	-2
44	Cc1cc(N)ccc1N(C)C	2	5	-9	4	10	-1
45	O=C1OC2CCCCC1CC2 (stereo not drawn)	0	-9	-13	-3	-17	-7
46	N#CCCCI	9	-8	-15	5	-1	-10
47	CCC(C)(CC)OC(=O)c1ccc([N+](=O)[O-])cc1	43	0	-7	0	3	5
48	COc1cc2c(cc1OC)C(C(CBr)CBr)N(C1CCCC1)CC2 (stereo not drawn)	12	-15	-20	-8	-12	14
49	CCOc1ccc2nc(SCCl)sc2c1	3	-3	-15	6	-35	8
50	O=C(O)c1cc(C(=O)O)c(C(=O)O)cc1C(=O)O.[NH-]C1CCCC1.[NH-]C1CCCC1.[NH-]C1CCCC1.[NH-]C1CCCC1.[Pt+2].[Pt+2]	99*	100*	99*	99*	99*	100*

Further entries follow:
no.	structure	mlh1 rad18	yeast mec2-1	cln2 rad14	rad50	bub3	yeast sgs1 mgt1
51	Cc1nn(C(=O)c2ccccn2)c(-c2ccccc2)c1N=Nc1ccc(S(=O)(=O)Nc2ncccn2)cc1	40	-6	12	26	2	18
52	[N-]=[N+]=Nc1ccccc1C(=O)NCCCNC(=O)c1ccccc1N=[N+]=[N-]	16	-23	2	0	19	25
53	CC(NC(=O)NCCCl)c1cccc2ccccc12 (stereo not drawn)	5	-1	44	-7	-8	-2
54	O=S(c1cc(Br)ccc1O)c1cc(Br)ccc1O	100*	100*	99*	99*	99*	99*
55	CN(C)c1ccc(/C=C(\C#N)c2c(Cl)cccc2Cl)cc1	-6	-9	-25	-14	8	-11
56	O=C(CCl)Nc1cc(Cl)ccc1Cl	5	31	18	38	85*	43
57	NC(=O)c1ccccc1CC1=CCCCC1	11	16	-3	9	-18	1
58	CCSc1ccc2c(cc1=O)C(NC(=S)Nc1ccccc1)CCc1cc(OC)c(OC)c(OC)c1-2 (stereo not drawn)	34	-9	-47	-3	-4	10
59	Cc1cccc(NC(=O)/C(=N\NC(C)(C)C)C2NC(=S)NC2=O)c1C (stereo not drawn)	-39	-30	-7	-2	-16	-39
60	CCN(CC)C(=O)CNC(=O)C(c1ccccc1)c1ccccc1	-8	-6	-10	4	6	1
61	Cc1ccc(C#N)c(=O)[nH]1	-6	-12	-32	-7	-15	-6
62	CN(C)c1ccc(/C=C(\NC(=O)c2ccccc2)C(=O)Nc2ccccc2C(=O)NCc2ccccc2)cc1	31	12	12	10	6	15
63	Cc1nc2ccccc2c(=O)n1NC(=O)c1ccccc1[N+](=O)[O-]	-5	-21	-2	-30	-1	-28
64	CC(N)C1C(C)CC2C3CC=C4CC(O)CCC4(C)C3CCC21C (stereo not drawn)	53	25	8	4	84*	74*
65	COc1ccc(CCN=C(c2ccccc2)c2ccccc2)cc1OC	13	10	-27	22	10	9
66	S=c1[nH]c2ccccc2n2cccc12	19	-7	13	15	-12	27
67	CC1OC(OC2C(CO)OC(O[C@H]3CC[C@@]4(C)C(=CC[C@H]5[C@@H]6C[C@@H]7O[C@]8(CC[C@@H](C)CN8)[C@@H](C)[C@@H]7[C@@]6(C)CC[C@@H]54)C3)C(O)C2O)C(O)C(O)C1O (stereo partly drawn)	2	-27	15	-17	6	-1
68	O=[N+]([O-])/C(Cl)=C(\NCCN/C(C(Cl)=C(Cl)Cl)=C(/Cl)[N+](=O)[O-])C(Cl)=C(Cl)Cl	9	6	-10	-6	7	11
69	CCC(CC)C1(C(=O)OCCN(CC)CC)CCCCC1	43	6	4	72*	73*	45
70	Cc1ccc(S/C=C/C(=O)Nc2ccccc2)cc1	6	13	43	-11	3	7
71	O=C1OC2C=CCC1C2 (stereo not drawn)	-33	2	12	22	-48	-47
72	OCC(c1ccccc1)[P+](c1ccccc1)(c1ccccc1)c1ccccc1 (stereo not drawn)	60	50	32	79*	26	74*
73	O=C(CC(C(=O)c1cccs1)c1ccsc1)c1ccc(Cl)s1 (stereo not drawn)	-5	-15	4	-5	-2	-11
74	Cc1ccc(N=Cc2cc(Cl)cc(Cl)c2OC(=O)c2ccccc2)cc1C	93*	92*	90*	82*	97*	91*
75	CC1C=CCC(C)C1C=O (stereo not drawn)	6	4	-8	7	2	16
76	O=C(c1ccccc1)c1ccc2c(Br)ccc3c2c1CC3	-2	7	5	5	10	3
77	CC12CC3CC(C(Cl)C(=O)O)(C1)CC(C(Cl)C(=O)O)(C3)C2 (stereo not drawn)	47	14	/	52	/	/
78	Fc1ccc(C(=C(c2ccc(F)cc2)c2ccc(F)cc2)c2ccc(F)cc2)cc1	7	-15	10	46	0	37
79	O=C1CCCC/C1=C/c1ccc(Cl)cc1	91*	81*	33	87*	74*	82*
80	CC1(C)OCC(COC(c2ccccc2)(c2ccccc2)c2ccccc2)O1 (stereo not drawn)	44	5	-33	21	40	0
81	CCCCC(CC)OC(=O)Cc1ccccc1 (stereo not drawn)	16	-4	-6	11	-4	13
82	O=C(Nc1ccccc1O)c1cccc(Br)c1	6	23	28	-8	-7	20
83	CS(=O)(=O)C1(S(C)(=O)=O)Cc2ccccc2C1	-23	5	-5	-1	4	5
84	C=C1C(=O)OC2CC(C)C(C(O)CC(C)O)=CCC12 (stereo not drawn)	-52	-19	3	-1	-18	16
85	O=S1(=O)CC(N2CCCCC2)C=C(c2ccccc2)O1 (stereo not drawn)	34	0	15	37	13	14
86	CCCCCCCCOC(=O)C(=O)C(C#N)c1ccccc1 (stereo not drawn)	10	6	/	7	/	/
87	N=C(N)SCCCSc1nc2ccccc2[nH]1	36	-11	-31	24	10	30
88	CCCc1c(O)cccc1O	11	7	1	14	-6	17
89	Cc1c2ccncc2c(C)c2c1[nH]c1ccc(OCCN(C)C)cc12	96*	77*	72*	99*	89*	93*
90	COC1OC2COC(c3ccccc3)OC2C(OS(=O)(=O)c2ccc(Br)cc2)C1OS(=O)(=O)c1ccc(Br)cc1 (stereo not drawn)	22	14	-15	-10	-12	-1
91	O=C(O)c1cccc(Br)c1[N+](=O)[O-]	-6	-8	-36	-20	-8	-27
92	Cc1cc(NCCCCCCCCNc2cc(C)nc3cc(N(C)C)ccc23)c2ccc(N(C)C)cc2n1	-18	90*	18	85*	32	26
93	CN(C)c1ccc(/C=C/C=C2\C=Cc3ccccc32)cc1	-3	-18	-26	1	0	-6
94	N=C(N)Sc1ccc([N+](=O)[O-])cc1Cl	86*	87*	85*	85*	86*	90*
95	Cc1cc2c(=O)c(C)c[nH]c2cc1Cl	-8	5	-46	-22	-11	-3
96	CC(=O)c1cccc(N=NN(C)C)c1	47	36	6	41	40	58
97	CN(C)CCCC[N+](C)(C)Cc1ccc(C[N+](C)(C)CCCC[N+](C)(C)Cc2ccc(CCl)cc2)cc1	-4	-15	-1	-10	-2	-7
98	CC[n+]1ccccc1CCC(=O)Nc1ccccc1	12	-1	-21	6	0	-33

Ordered by length of the SMILES (lowest first): some entries from above
no.	structure	mlh1 rad18	yeast mec2-1	cln2 rad14	rad50	bub3	yeast sgs1 mgt1
39	C#CC(C)(O)CCCCCC (stereo not drawn)	-7	16	-4	4	35	12
55	CN(C)c1ccc(/C=C(\C#N)c2c(Cl)cccc2Cl)cc1	-6	-9	-25	-14	8	-11
97	CN(C)CCCC[N+](C)(C)Cc1ccc(C[N+](C)(C)CCCC[N+](C)(C)Cc2ccc(CCl)cc2)cc1	-4	-15	-1	-10	-2	-7

Compounds above that have a cyano group:
no.	structure	mlh1 rad18	yeast mec2-1	cln2 rad14	rad50	bub3	yeast sgs1 mgt1
13	CN(C)/C=C/C#N	26	-1	23	23	6	14
46	N#CCCCI	9	-8	-15	5	-1	-10
55	CN(C)c1ccc(/C=C(\C#N)c2c(Cl)cccc2Cl)cc1	-6	-9	-25	-14	8	-11
61	Cc1ccc(C#N)c(=O)[nH]1	-6	-12	-32	-7	-15	-6
86	CCCCCCCCOC(=O)C(=O)C(C#N)c1ccccc1 (stereo not drawn)	10	6	/	7	/	/
